Pin1 inhibitor: human Pin1 inhibition; 0.009% of 390,000 active; Pin1 FP peptide displacement, HiFluor488, 10 min; Potency, µM (doses to about 115 µM), without a hit: top-dose activity, negative = inhibition, most hits filed as inhibitors; active means well fitted inhibition curve with a large enough effect in the polarisation, with a control signal flat, not every such curve was filed as active; inconclusive means small, poorly fitted or top-dose-only effect, or effect the other way, or a change in a side signal; inactive means no such curve, though single readings can be large or run the other way; the % refers to the polarisation; further: potency means the concentration at half of the fitted maximal effect; on the % scale 0 is the no-effect control and ±100 the full control effect
Target sequence (Q13526 whole entry, looked up): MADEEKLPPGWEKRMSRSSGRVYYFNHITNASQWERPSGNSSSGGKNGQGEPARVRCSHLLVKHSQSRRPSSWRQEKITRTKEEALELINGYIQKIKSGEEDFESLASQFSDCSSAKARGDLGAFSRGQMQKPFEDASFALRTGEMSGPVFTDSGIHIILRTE
D2 agonist: activates the human D2 dopamine receptor; P14416; HEK293 T-REx D2 cells, calcium flux agonist mode; activation, % at 2 µM; 0.53% of 340,000 active; AID 485358;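 active means activation over 3 SD above normal in the single-dose calcium agonist read, cut at about 30% in these data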; further: 0% is about no effect
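Tetracycline-induced HEK293 Trex cells with D2 receptor force-coupled to calcium signaling, plated overnight at 30 C and loaded with no-wash calcium dye. Calcium flux read kinetically for 180 s after compound addition; responses flag agonists.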
TRHR agonist: TRH receptor (human) agonism; AID 493084; TRHR cells, calcium flux fluo-8, FDSS agonist mode; activation, % at 2 µM; 0.18% of 360,000 active; P34981; in the data active means activation above about 30%; further: 0% is about no effect
Target sequence (P34981 whole entry, looked up): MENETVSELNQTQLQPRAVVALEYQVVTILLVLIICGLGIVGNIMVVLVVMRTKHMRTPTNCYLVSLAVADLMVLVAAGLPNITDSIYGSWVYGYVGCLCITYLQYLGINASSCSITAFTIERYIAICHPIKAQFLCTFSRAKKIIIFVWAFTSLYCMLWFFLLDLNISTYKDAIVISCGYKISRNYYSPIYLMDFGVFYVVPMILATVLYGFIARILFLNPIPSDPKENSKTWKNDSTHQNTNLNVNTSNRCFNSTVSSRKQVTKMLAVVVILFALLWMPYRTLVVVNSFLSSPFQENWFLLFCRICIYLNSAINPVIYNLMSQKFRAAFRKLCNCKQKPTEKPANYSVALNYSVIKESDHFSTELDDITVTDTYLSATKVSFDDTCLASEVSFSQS
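In this calcium-flux screen, cells bearing human TRHR are dye-loaded with fluo-8, baselined for 10 cycles, then exposed to library compounds; positive kinetic calcium responses during the agonist phase mark hits, with TRH as control.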
TRHR PAM: TRH receptor (human) allosteric enhancement; P34981; TRHR cells, fluo-8 calcium fluorescence, EC20 TRH enhancement; enhancement, % at 2 µM; 0.66% of 360,000 active; AID 493056; in the data active means enhancement above about 30%; further: 0% is about no effect
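Enhancer read-out: after compound pinning and an initial kinetic agonist-mode read, an EC20 of TRH (10 nM final) was injected and fluo-8 calcium signal (Ex 480/Em 530) followed at 1 s/cycle for 100 cycles in TRHR-expressing cells.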
TrxR1 substrate: is turned over as a substrate by rat TrxR1; O89049; purified TrxR1 substrate turnover, NADPH consumption readout; Potency, µM (titrated, usually from 114 µM), without a hit: at the top dose activity change, negative = substrate turnover; 0.01% of 390,000 active; AID 588456; further: potency means the concentration at half of the fitted maximal effect; on the % scale 0 is the no-effect control and ±100 the full control effect; nearly all actives have a fitted effect of over 50% in size
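Rat TrxR1, dispensed at 90 nM, was prereduced with 400 uM NADPH (final) for 5 min at ~22 deg C, then incubated with compound 15 min before 400 uM selenite. A first-read NADPH fluorescence drop versus no-compound background flagged substrates.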
D2 antag: D2 dopamine receptor (human) antagonism; P14416; HEK293 TREx D2 cells, calcium flux, dopamine EC80; inhibition, % at 10 µM; 2% of 340,000 active; in the data active means inhibition above about 30%; further: 0% is about no effect
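Calcium mobilization kinetics were recorded at 1 s intervals in tetracycline-induced HEK293 T-REx D2 cells, first for 180 s after compound addition and then 180 s after EC80 dopamine.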
IDH1 R132H inh: blocks human mutant IDH1 R132H enzyme; IDH1-R132H enzyme, NADPH consumption, diaphorase/resazurin fluorescence; Potency, µM (highest dose often 76.6 µM), for the others: at the top dose activity change, negative = inhibition, most hits filed as inhibitors; 0.093% of 390,000 active; AID 602179; further: potency means the concentration at half of the fitted maximal effect; on the % scale 0 is the no-effect control and ±100 the full control effect; nearly all actives have a fitted effect of over 65% in size
Target sequence (O75874 whole entry R132H, stated change not applied): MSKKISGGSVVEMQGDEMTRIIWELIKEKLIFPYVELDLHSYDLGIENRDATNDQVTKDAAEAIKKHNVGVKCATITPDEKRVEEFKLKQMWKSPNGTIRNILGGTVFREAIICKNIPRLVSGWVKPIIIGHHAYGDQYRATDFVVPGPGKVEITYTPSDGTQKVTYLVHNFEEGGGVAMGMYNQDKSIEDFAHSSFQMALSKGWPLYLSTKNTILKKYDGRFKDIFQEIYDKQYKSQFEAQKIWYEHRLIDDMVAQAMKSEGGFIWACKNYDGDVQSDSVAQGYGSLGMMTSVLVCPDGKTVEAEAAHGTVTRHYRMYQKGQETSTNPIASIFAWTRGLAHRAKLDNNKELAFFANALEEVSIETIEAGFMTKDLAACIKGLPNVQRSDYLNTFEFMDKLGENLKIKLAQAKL
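IDH1-R132H (0.5 ug/mL) preincubated 30 min with compound, then NADPH (0.016 mM) and alpha-KG (2 mM) added; 80 min at RT, pH 7.5. Remaining NADPH coupled via diaphorase/resazurin to fluorescence (540/590 nm); concentration-response curves normalized to no-enzyme control.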
USP1 inh: inhibitors of human USP1/UAF1 deubiquitinase; O94782; recombinant USP1/UAF1, Ub-Rhodamine cleavage fluorescence; Potency, µM (titrated, usually from 57.1 µM), inactives show at the top dose activity change, negative = inhibition, most hits filed as inhibitors; 0.23% of 390,000 active; AID 743255; further: potency means the concentration at half of the fitted maximal effect; on the % scale 0 is the no-effect control and ±100 the full control effect; nearly all actives have a fitted effect of over 60% in size; inactives centre near -12
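1 nM enzyme complex + cpd, 15 min RT; start with Ub-Rho 150nM final; kinetic fluorescence ex 480/em 540, 6 reads q60 s. Buffer 50mM HEPES pH 7.8, 0.5mM EDTA, 0.1 mg/ml BSA, 1mM TCEP, 0.01% Tween-20.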
TrxR1 inh: blocks rat thioredoxin reductase 1; O89049; recombinant rTrxR1, NADPH fluorescence consumption, selenite substrate; Potency, µM (doses to about 114 µM), inactives show top-dose activity change, negative = inhibition, usual class: inhibitors; 1% of 390,000 active; further: potency means the concentration at half of the fitted maximal effect; on the % scale 0 is the no-effect control and ±100 the full control effect; nearly all actives have a fitted effect of over 65% in size
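Rat TrxR1 (90 nM in the dispensed reagent) was pre-reduced with 400 uM NADPH for 5 min at room temperature, then incubated with compound for 15 min. After 400 uM selenite was added, NADPH fluorescence (Ex 340/Em 450 nm) was followed for 8 min.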
* = called active by the depositor; ? = inconclusive; . = not tested or not shown; [ ] = remark or other dose. Unless noted, the call rests on the fitted dose curve; in most records, active means well fitted inhibition curve with a large enough effect; inconclusive means small, poorly fitted or top-dose-only effect; inactive means no such curve, though single readings can be large or run the other way.

no.	canonical_smiles	Pin1 inhibitor	D2 agonist	TRHR agonist	TRHR PAM	TrxR1 substrate
1	CC(=O)c1ccc(OC(=O)c2ccc(-n3nc(C)cc3C)cc2)cc1	3%	2.3	0.0	-9	6%
2	CCCCN(C(=O)C(C)Oc1ccc(Cl)cc1)c1c(N)n(CCCC)c(=O)[nH]c1=O (stereo not drawn)	-11%	.	-0.1	1	-12%
3	CCCCn1c(N)c(N(CC(C)C)C(=O)C2CCN(S(=O)(=O)c3ccc(C)c(C)c3)CC2)c(=O)[nH]c1=O	1%	0.4	0.5	-2	-1%
4	Cc1ccc(S(=O)(=O)N2CCC(N3CCN(Cc4ccccc4)C(=O)C3=O)CC2)cc1C	2%	-0.6	-0.8	-16	-5%[57.1 µM]
5	Cn1c(N)c(C(=O)COC(=O)/C=C/c2ccc(OC(F)F)cc2)c(=O)n(C)c1=O	-3%	0.6	1.0	-6	24%
6	CN(C)S(=O)(=O)c1ccc2c(c1)c(=O)c(C(=O)N1CCOCC1)cn2C	-3%	.	0.7	-1	-1%
7	COc1ccc(N(CC(=O)N/N=C/c2cccc(OC)c2OC)S(=O)(=O)c2ccccc2)cc1	4%	-2.1	0.8	-7	1%
8	C#CCOCCOCCOCCNc1nc(N2CCN(C(=O)[C@H](CCCCN)n3cc(CC(C)O)nn3)CC2)nc(N2CCN(C(=O)[C@H](Cc3ccc(O)cc3)n3cc(CCO)nn3)CC2)n1 (stereo partly drawn)	-2%	.	.	.	3%
9	Cc1ccc(Oc2nc3c(c(=O)n(C)c(=O)n3C)n2C)cc1C	-9%	-0.1	-0.7	7	0%
10	CCOC(=O)c1cn(CC)c2cc(N3CCSCC3)c(F)cc2c1=O	?	-0.2	0.1	-2	22%
11	CC(=O)Nc1sc2c(c1C(c1ccncc1)N1CCOCC1)CCCC2 (stereo not drawn)	3%	1.1	-0.1	0	1%[57.1 µM]
12	COc1ccc(C(CC(=O)O)NC(C)=O)cc1OC (stereo not drawn)	1%	-0.9	-0.6	9	9%[57.1 µM]
13	Cc1csc(NC(=O)CSc2nncs2)n1	0%	0.0	0.2	-4	-15%
14	CCOC(=O)CSC1=Nc2ccccc2C2=NC(CC(=O)NCc3ccccc3)C(=O)N12 (stereo not drawn)	-1%	-1.1	-0.2	0	43%[activator][57.1 µM]
15	CCCNC(=O)COc1coc(CN2CCN(c3cccc(Cl)c3)CC2)cc1=O	0%	-0.8	-0.3	-1	-7%

no.	D2 antag	IDH1 R132H inh	USP1 inh	TrxR1 inh
1	-5	3%	-23%	10%
2	.	2%	9%	-13%
3	-10	-23%	-5%	15%
4	.	0%	-18%	3%[57.1 µM]
5	-5	-3%	-14%	4%[57.1 µM]
6	.	8%	-15%	35%
7	-11	-3%	-5%	10%
8	.	-13%	-25%	28%
9	-32	-1%	-21%	10%
10	1	-3%	-4%	-16%
11	-2	-6%	1%	10%[57.1 µM]
12	2	-3%	4%	19%[57.1 µM]
13	24	-1%	2%	-14%
14	1	-1%	-12%	38%[activator][57.1 µM]
15	7	0%	-3%	4%

Carrying on.
no.	canonical_smiles	Pin1 inhibitor	D2 agonist	TRHR agonist	TRHR PAM	TrxR1 substrate
16	O=S(=O)(Nc1cccc2ccccc12)c1cccc2ccccc12	-3%	.	-0.4	-2	6%[0.457 µM]
17	CCOC(=O)c1ccc(-c2c(-c3ccccc3OC)sc3ccc(OC)cc23)cc1F	3%	.	.	.	3%[57.1 µM]
18	Cc1ccc(S(=O)(=O)NCc2ccc(C(=O)N3CCN(Cc4ccccc4)CC3)cc2)cc1	3%	0.6	-0.1	17	-9%
19	Cc1cc(=O)n(-c2ccccc2)n1C	-1%	.	.	.	0%
20	CCOC(=O)N1CCN(S(=O)(=O)c2ccc(C)cc2)C1c1ccc(OC)cc1 (stereo not drawn)	-3%	0.3	-0.7	8	-8%
21	Cc1ccc(C(=O)Nc2cc3[nH]c(=O)oc3cc2C)cc1	9%	-0.2	-0.3	0	-8%
22	Cc1cc(C(=O)COc2ncnc3sccc23)c(C)n1C	3%	0.9	-0.4	3	-4%
23	COc1ccc(NC(=O)CS(=O)(=O)c2ccc(Br)cc2)cc1	-2%	-0.5	-1.8	7	3%[11.4 µM]
24	COc1ccc(-c2cc(C(=O)Nc3c(C)nn(Cc4ccccc4Cl)c3C)no2)cc1	9%	-1.5	0.4	-3	-4%
25	O=C(Nc1ccc(F)cc1)Nc1nnc(Cc2ccccc2F)s1	0%	0.9	0.5	3	5%[57.1 µM]
26	Cc1ccc(CNC(=O)CCn2nc(-c3ccc(Cl)cc3)ccc2=O)cc1	-7%	-0.2	-0.6	-3	2%
27	COc1cccc(C2C(C(=O)c3cc4ccccc4o3)=C(O)C(=O)N2CCN2CCOCC2)c1 (stereo not drawn)	5%	0.3	0.7	19	2%[57.1 µM]
28	COc1cc(C2c3cc4c(cc3OC(NCc3ccccc3)C2C)OCO4)cc(OC)c1OC (stereo not drawn)	?	.	.	.	-16%
29	Cc1onc(-c2c(F)cccc2Cl)c1C(=O)NCCCN1CCOCC1	1%	-0.5	0.6	21	-2%
30	Cc1cc(C)n2nc(SCC3COc4ccccc4O3)nc2n1 (stereo not drawn)	6%	0.1	-0.1	5	10%

no.	D2 antag	IDH1 R132H inh	USP1 inh	TrxR1 inh
16	.	.	.	23%
17	.	-13%	-6%	-17%[57.1 µM]
18	-9	7%	-12%	?
19	.	21%	-9%	24%
20	-1	6%	-13%	-9%
21	-9	-2%	-10%	-9%
22	1	-3%	-3%	-14%
23	-8	8%	-14%	0%[11.4 µM]
24	18	-4%	-1%	19%
25	-4	7%	-12%	19%[57.1 µM]
26	-39	0%	-4%	11%
27	9	-1%	-11%	?
28	.	10%	0%	-15%
29	-2	3%	-3%	-18%
30	-8	8%	-11%	29%

2 entries drawn at random from those above, as already listed:
no.	canonical_smiles	Pin1 inhibitor	D2 agonist	TRHR agonist	TRHR PAM	TrxR1 substrate
29	Cc1onc(-c2c(F)cccc2Cl)c1C(=O)NCCCN1CCOCC1	1%	-0.5	0.6	21	-2%
27	COc1cccc(C2C(C(=O)c3cc4ccccc4o3)=C(O)C(=O)N2CCN2CCOCC2)c1 (stereo not drawn)	5%	0.3	0.7	19	2%[57.1 µM]

no.	D2 antag	IDH1 R132H inh	USP1 inh	TrxR1 inh
29	-2	3%	-3%	-18%
27	9	-1%	-11%	?

The listing picks up with the 6 entries that preceded the break.
no.	canonical_smiles	Pin1 inhibitor	D2 agonist	TRHR agonist	TRHR PAM	TrxR1 substrate
25	O=C(Nc1ccc(F)cc1)Nc1nnc(Cc2ccccc2F)s1	0%	0.9	0.5	3	5%[57.1 µM]
26	Cc1ccc(CNC(=O)CCn2nc(-c3ccc(Cl)cc3)ccc2=O)cc1	-7%	-0.2	-0.6	-3	2%
27	COc1cccc(C2C(C(=O)c3cc4ccccc4o3)=C(O)C(=O)N2CCN2CCOCC2)c1 (stereo not drawn)	5%	0.3	0.7	19	2%[57.1 µM]
28	COc1cc(C2c3cc4c(cc3OC(NCc3ccccc3)C2C)OCO4)cc(OC)c1OC (stereo not drawn)	?	.	.	.	-16%
29	Cc1onc(-c2c(F)cccc2Cl)c1C(=O)NCCCN1CCOCC1	1%	-0.5	0.6	21	-2%
30	Cc1cc(C)n2nc(SCC3COc4ccccc4O3)nc2n1 (stereo not drawn)	6%	0.1	-0.1	5	10%
31	CCCCc1nc2cc(C(=O)N3CCC(OCCOC)CC3)ccc2o1	-9%	0.4	0.2	-8	0%
32	COc1ccccc1CN(Cc1cc2cc(C)ccc2[nH]c1=O)Cc1nnnn1CC1CCCO1 (stereo not drawn)	-1%	0.5	-0.2	7	7%
33	CCC1(C)CC(C(CC(=O)O)c2ccc(C)cc2)CCO1 (stereo not drawn)	-2%	0.2	1.1	1	5%[57.1 µM]
34	COC(=O)[C@]1(C)N[C@H](CN(C)C(=O)Nc2ccc(F)cc2)[C@@H]2C(=O)N(C)C(=O)[C@@H]21	12%	.	.	.	6%
35	COc1ccccc1-n1nnnc1SCC(=O)NCC1CCCO1 (stereo not drawn)	-5%	0.2	0.5	-6	-2%
36	N#Cc1nc(-c2ccc(F)cc2)oc1NCc1ccco1	1%	-0.1	-0.2	3	24%
37	COc1cc(C(=O)Nc2cccnc2)cc(OC)c1OC	-6%	1.3	0.0	-6	-13%
38	CN(C)/C=C1\N=C(c2cccs2)OC1=O	0%	0.1	0.1	1	-20%
39	C=CCc1ccccc1OCCNCCCOC	-14%	0.1	0.5	7	-8%

no.	D2 antag	IDH1 R132H inh	USP1 inh	TrxR1 inh
25	-4	7%	-12%	19%[57.1 µM]
26	-39	0%	-4%	11%
27	9	-1%	-11%	?
28	.	10%	0%	-15%
29	-2	3%	-3%	-18%
30	-8	8%	-11%	29%
31	0	-6%	-11%	7%
32	-13	5%	-4%	11%
33	7	8%	-3%	-1%[57.1 µM]
34	.	20%	0%	20%
35	10	11%	-16%	1%
36	-6	-1%	-4%	29%
37	-5	5%	-8%	11%[57.1 µM]
38	-14	6%	-3%	-22%
39	69*	8%	-3%	-9%

Not all compounds are listed; the hit share may differ from the screen's.
